From PubChem BioAssay
rTrxR1 inhibitor – qHTS Assay for Inhibitors of Mammalian Selenoprotein Thioredoxin Reductase 1 (TrxR1): qHTS | recombinant rTrxR1, NADPH fluorescence consumption, selenite substrate | Potency, µM (top dose mostly 114 µM), for inactives: top-dose activity change, negative = inhibition, actives largely listed as inhibitors | 1% of 390,000 active; also: % is scaled to controls: 0 for no effect and ±100 for the full control effect; nearly all actives have a fitted effect of over 65% in size
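Rat TrxR1 (90 nM in the dispensed reagent) was pre-reduced with 400 uM NADPH for 5 min at room temperature, then incubated with compound for 15 min. After 400 uM selenite was added, NADPH fluorescence (Ex 340/Em 450 nm) was followed for 8 min.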
JMJD2A Tudor – qHTS Assay for Inhibitors of JMJD2A-Tudor Domain | 4.4% of 390,000 active | Potency, µM (doses to about 114 µM), for the others: at the highest dose activity change, negative = inhibition, hits mostly inhibitors | AlphaScreen JMJD2A-Tudor / H3K4me3 peptide binding | Lysine-specific demethylase 4A (Homo sapiens), O75164; also: % is scaled to controls: 0 for no effect and ±100 for the full control effect; nearly all actives have a fitted effect of over 50% in size
HP1b binding inh – HTS for Inhibitors of HP1-beta Chromodomain Interactions with Methylated Histone Tails | Chromobox protein homolog 1 (Homo sapiens), P83916 | 0.56% of 390,000 active | AlphaScreen HP1-beta / biotin-H3K9me3 peptide binding | Potency, µM (titrated, usually from 114 µM), for the others: at the highest dose activity change, negative = inhibition, hits mostly inhibitors; also: nearly all actives have a fitted effect of over 70% in size; inactives centre near 23
Target sequence (P83916 whole entry, looked up): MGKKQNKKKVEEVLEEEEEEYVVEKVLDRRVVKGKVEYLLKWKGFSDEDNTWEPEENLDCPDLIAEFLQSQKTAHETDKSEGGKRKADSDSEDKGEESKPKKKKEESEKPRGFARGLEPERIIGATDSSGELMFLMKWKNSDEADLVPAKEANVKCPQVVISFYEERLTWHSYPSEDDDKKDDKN
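Compound inhibition of the preformed complex between 50 nM HP1-beta and 50 nM biotinylated H3K9me3 peptide was read by AlphaScreen. Buffer was PBS pH 7.4 with 0.01% Tween-20. Incubations ran 30 min at room temperature, with 10 ug/mL donor/acceptor beads.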
RGS4 inhibitor – Inhibitors of Regulator of G Protein Signaling (RGS) 4: qHTS; Regulator of G-protein signaling 4 (Homo sapiens), P49798; Transcreener GDP fluorescence polarization, RGS4-accelerated GTP hydrolysis; Potency, µM (titrated, usually from 114 µM), for the others: top-dose activity change, negative = inhibition, hits mostly inhibitors; 0.039% of 390,000 active; also: % is scaled to controls: 0 for no effect and ±100 for the full control effect; nearly all actives have a fitted effect of over 75% in size; some results filed as inactive show a strong effect at the top dose
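MLSMR compounds (23 nl, pin-transferred) preincubated 10 min at room temperature with a 500nM (2x) first reagent, then RGS4 at 900nM (2x) plus Transcreener GDP mix added; fluorescence polarization (620/688 nm) read before and after 90 min at 30 °C.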
Tb PGK inh – qHTS Assay to Find Inhibitors of Phosphoglycerate Kinase. AID 602233, 2012. Potency, µM (series often up to 57.5 µM), without a hit: top-dose activity change, negative = inhibition, actives largely listed as inhibitors. PGK/GAPDH coupled, Kinase-Glo luminescence, 60 min. 0.043% of 380,000 active; also: % is scaled to controls: 0 for no effect and ±100 for the full control effect; nearly all actives have a fitted effect of over 60% in size
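Recombinant glycosomal PGK reaction used 1,3-bisphosphoglycerate generated in-well by GAPDH (100nM final) in 100mM TEA pH 7.6, 5mM MgCl2, 0.01% Tween-20. After 60 minutes at room temperature, ATP was read by Kinase-Glo Plus luminescence end-point.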
ERG-DNA inh – qHTS for Small Molecule Inhibitors of the ERG Ets/DNA interaction; Transcriptional regulator ERG (Homo sapiens), P11308; fluorescence polarization, His-ERG Ets domain / labelled DNA; Potency, µM (series often up to 76.9 µM), without a hit: at the top dose FP activity, negative = inhibition, most hits filed as inhibitors; 0.028% of 370,000 active; AID 624246, 2012; active = well fitted inhibition curve with a large enough effect in the polarisation, with a control signal flat; inconclusive = small, poorly fitted or top-dose-only effect, or effect the other way, or a change in a side signal; inactive = no such curve, though single readings can be large or run the other way; the % refers to the polarisation;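 also: polarization taken with two DNA probes labelled with fluorescein and Texas red; % of control where 0% means no effect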
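His-tagged ERG Ets domain (1 uM in the protein solution; 300mM KCl, 50mM Tris-HCl, 1mM EDTA, 1mM DTT, pH 7.5) received compound, then a probe mix of 5 nM fluorescein-DNA and 100nM Texas-615-DNA. Fluorescence polarization was read for both dyes.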
GLS inh – qHTS for Inhibitors of Glutaminase (GLS). GLS enzymatic activity, qHTS titration. Glutaminase kidney isoform, mitochondrial (Homo sapiens), O94925. AID 624170, 2012. Potency, µM (top dose mostly 45.5 µM), without a hit: top-dose activity change, negative = inhibition, usual class: inhibitors. 0.21% of 410,000 active; also: % is scaled to controls: 0 for no effect and ±100 for the full control effect
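hKGA in 45 mM KH2PO4 pH 8.2, 0.02% Tween-20 with pin-transferred compounds; 1 mM L-glutamine (stock) plus glutamate oxidase/HRP/Amplex Red coupling added. Fluorescence read initially and after 30 min at RT.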
ALOX12 inh – Primary qHTS assay for inhibitors of human arachidonate 12S-lipoxygenase (ALOX12): Round 2. purified 12hLO, xylenol orange hydroperoxide absorbance. Potency, µM (highest dose often 108 µM), for inactives: top-dose activity change, negative = inhibition, hits mostly inhibitors. 1.1% of 580,000 active. AID 1671190, 2021; also: % is scaled to controls: 0 for no effect and ±100 for the full control effect
Target sequence (P18054 whole entry, looked up): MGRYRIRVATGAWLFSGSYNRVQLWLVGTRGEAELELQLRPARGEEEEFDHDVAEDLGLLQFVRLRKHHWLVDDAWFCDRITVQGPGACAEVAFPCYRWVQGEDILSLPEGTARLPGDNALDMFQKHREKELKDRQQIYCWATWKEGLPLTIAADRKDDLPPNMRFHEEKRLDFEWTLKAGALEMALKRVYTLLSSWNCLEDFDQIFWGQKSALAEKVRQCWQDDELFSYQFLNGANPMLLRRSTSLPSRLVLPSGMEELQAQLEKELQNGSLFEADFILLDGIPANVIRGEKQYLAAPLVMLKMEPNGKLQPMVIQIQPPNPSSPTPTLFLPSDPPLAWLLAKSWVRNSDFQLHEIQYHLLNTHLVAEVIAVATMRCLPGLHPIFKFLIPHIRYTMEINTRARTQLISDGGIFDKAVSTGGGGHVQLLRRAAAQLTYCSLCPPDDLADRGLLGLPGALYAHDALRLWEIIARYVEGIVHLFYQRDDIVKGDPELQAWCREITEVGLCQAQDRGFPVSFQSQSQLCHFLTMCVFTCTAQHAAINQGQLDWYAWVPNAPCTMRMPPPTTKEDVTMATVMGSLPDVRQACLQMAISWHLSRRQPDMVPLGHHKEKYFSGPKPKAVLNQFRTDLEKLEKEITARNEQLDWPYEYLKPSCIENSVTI
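Purified human 12hLO (150 nM final) in 25 mM Hepes, 0.01% Triton X-100, pH 7.0 was preincubated 15 min at room temperature with compound. Then 40 uM arachidonic acid was added, 30 min. Hydroperoxide was read by Fe-XO absorbance ratio 573/405 nm.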
Pin1 inhibitor – qHTS Assay to Find Inhibitors of Pin1; Potency, µM (series often up to 115 µM), inactives show top-dose activity, negative = inhibition, most hits filed as inhibitors; Pin1 FP peptide displacement, HiFluor488, 10 min; AID 504891, 2011; 0.009% of 390,000 active; active = well fitted inhibition curve with a large enough effect in the polarisation, with a control signal flat, not every such curve was filed as active; inconclusive = small, poorly fitted or top-dose-only effect, or effect the other way, or a change in a side signal; inactive = no such curve, though single readings can be large or run the other way; the % refers to the polarisation; also: % is scaled to controls: 0 for no effect and ±100 for the full control effect
Target sequence (Q13526 whole entry, looked up): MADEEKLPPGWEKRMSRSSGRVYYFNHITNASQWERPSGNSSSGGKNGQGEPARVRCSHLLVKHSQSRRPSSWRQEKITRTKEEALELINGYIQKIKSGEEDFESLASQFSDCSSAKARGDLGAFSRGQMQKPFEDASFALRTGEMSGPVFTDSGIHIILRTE
The depositor's hits bear a star; i = inactive; ? = inconclusive; nt = no result given; [ ] = dose if it differs, or a comment. Unless noted, calls follow the shape of the dose curve; as a rule, active = well fitted curve in the direction sought with a large enough effect; inconclusive = small, poorly fitted or top-dose-only effect, or another doubt; inactive = no such curve, though single readings can be large; an effect the other way counts as inactive or inconclusive. Potency is read from the fitted curve at half-maximal effect.

SMILES	rTrxR1 inhibitor	JMJD2A Tudor	HP1b binding inh	RGS4 inhibitor	Tb PGK inh	ERG-DNA inh	GLS inh	ALOX12 inh	Pin1 inhibitor
O=C(COc1ccc(S(=O)(=O)NC2CCCCC2)cc1)Nc1ccc2c(c1)OCCO2	6%[57.1 µM]	-25%	31%	-3%	-5%	8%	-2%	307%[activator]	1%
CCN(C(=O)C1CCC(CNS(=O)(=O)c2cccc3nsnc23)CC1)c1ccc(C)c(C)c1 (configuration not stated)	23%	?	-1%	-9%	i	1%	-3%	-1%	1%
COCCNC(=O)Cn1cc(C(=S)N2CCOCC2)c2ccccc21	-5%	-6%	-13%	-21%	-4%	-2%	-10%	13%	-7%
Cc1ccc(-c2[nH]ncc2/C=N/n2c(COc3ccccc3C)nc3ccccc3c2=O)cc1	1%	-18%	23%	24%	-2%	7%	-1%	-5%	4%
CCCCCCSc1nnc(N)s1	13%[57.1 µM]	0%	22%	1%	-7%	-3%	-20%	137%[activator]	5%
COc1ccccc1CNC(=O)Cn1ccc2cc(S(=O)(=O)N3CCCC3)ccc21	22%[57.1 µM]	-8%	69%[activator]	-2%[56.9 µM]	-5%	10%	-2%	0%	-2%
CCN(CC)S(=O)(=O)c1ccc(C)c(NC(=S)N2CCN(Cc3ccc4c(c3)OCO4)CC2)c1	-21%[57.1 µM]	?	-6%	-11%	5%	-2%	8%	-2%	4%
CC12CN3CC(C)(CN(C1)C3c1ccc(Br)cc1)C2 (configuration not stated)	16%	-27%	2%	-6%	4%	2%	0%	-29%	-1%
COc1ccc(Cl)cc1N(C)C(=O)C(=O)Nc1ccc2nc3n(c(=O)c2c1)CCCCC3	17%	-19%	4%	-8%	0%	0%	4%	-20%	-8%
C/C=C/c1ccc(OCC(O)CN2CCCCC2CC)c(OC)c1 (configuration not stated)	7%[57.1 µM]	3.5µM*	?	-8%	-1%	-3%	15%	-24%	-7%
COc1ccnc(Oc2ccccc2)c1C(N)=O	9%[57.1 µM]	-8%	15%	?	-2%	-4%	-1%	2%	-4%
COc1ccc(N(CC(=O)N2CCN(Cc3ccc4c(c3)OCO4)CC2)S(=O)(=O)c2ccc(F)cc2)cc1	15%	-30%	-1%	16%	-7%	0%	-1%	-15%	4%
C(=N\Nc1ccccn1)/c1c[nH]c2ccccc12	-5%	?	-4%	-30%	i	-9%	9%	-15%	4%
CCCN1C(=O)C2(/C(=C(\O)c3ccc4c(c3)OCCO4)C(=O)C(=O)N2CCCOC)c2ccccc21 (configuration not stated)	-9%	-22%	31%[activator]	7%	14%	-2%	5%	-6%	0%
Cc1c(NS(=O)(=O)c2ccc(C(=O)N(C)Cc3cccc(Cl)c3Cl)cc2)c(=O)n(-c2ccccc2)n1C	-31%	-27%	29%	-16%	-3%	-5%	14%	7%	-1%
COc1ccc(Nc2nc(=O)[nH]nc2C)cc1	4%	-6%	9%	22%	-7%	nt	1%	3%	6%
CCC(CC)CN1CCN=C1N(C)C	0%	-4%	40%[activator]	-16%	2%	-4%	1%	-3%	-1%
Cc1cc(C)cc(NC(=S)N2CCC(N(C)CC3CCCO3)CC2)c1 (configuration not stated)	-4%	8%	28%	-27%	0%	-11%	-7%	11%	-9%
CCOc1ccc(CCNC(=O)COC(=O)Cc2c[nH]c3ccccc23)cc1OCC	-13%	-14%	16%	-7%	-9%	-16%	-5%	-18%	1%
Cc1cc(C)nc(Nc2nc3ccccc3o2)n1	12%[57.1 µM]	-13%	29%	9%	0%	4%	-13%	-7%	-1%
CNC(=O)C1CCC(Cn2c(=O)c3sccc3n(CC(=O)NCc3ccc(F)cc3)c2=O)CC1 (configuration not stated)	29%[57.1 µM]	3%	63%[activator]	-15%	-8%	-14%	3%	-4%	11%
O=C(Nc1nc2ccccc2[nH]1)C1CCN(C(=O)c2ccc(F)cc2)CC1	5%[57.1 µM]	?	12%	6%	6%	0%	0%	6%	-2%
CCN(CC)S(=O)(=O)c1ccc(OC)c(NC(=O)CSc2ccccc2)c1	16%	-19%	31%	-33%	-2%	8%	11%	-15%	41%[activator]
CCC(C(=O)O/N=C(\N)c1cccc(C)c1)c1ccccc1 (configuration not stated)	-7%	131%[activator]	132%[activator]	18%	-1%	0%	8%	4%	3%
COc1ccccc1C(=O)NCCC(=O)Nc1nc2ccccc2[nH]1	6%[57.1 µM]	?	5%	-1%	5%	-3%	11%	9%	4%
O=C(COc1ccc(Cl)cc1)Nc1ccc(Cc2ccncc2)cc1	4%	-13%	29%	-10%	i	7%	-5%	13%	-3%
COc1cccc(CNC(=O)c2ccc3c(c2)S(=O)(=O)N=C2CCCCCN23)c1	0%	-10%	25%	-14%	-4%	-29%	-1%	0%	-1%
COC(=O)c1ccc(NC(=S)Nc2ccc3ccccc3c2)cc1	-30%	-29%	-13%	?	-1%	3%	-6%	-13%	0%
Cc1nn(CC(=O)Nc2ccc(N3CCOCC3)cc2)c(C)c1Br	4%	-10%	33%	-37%	-4%	10%	24%	?	-11%
Cc1ccc(OCC(=O)Nc2ccc(NC(=O)c3cccs3)cc2)c(C)c1	32%	-7%	12%	-1%	-8%	-6%	15%	-6%	3%
Cn1cccc1C(=O)NNC(=O)COc1ccccc1Cl	22%	-23%	14%	7%	-4%	2%	-5%	4%	-5%
CCC(C)[C@H](NC(=O)N1CCN(c2cccc(C(F)(F)F)c2)CC1)C(=O)OC (some centres not stated)	-2%[57.1 µM]	-10%	26%	-7%	-5%	1%	-3%	0%	-5%
CC(/C=N/NC(=O)c1ccccc1C)=C\c1ccccc1	-3%	-7%	41%[activator]	5%	i	19%	0%	130%[activator]	1%
O=C(Cc1cccs1)Nc1ccc(F)cc1	22%	14%	32%	-18%	-5%	-2%	0%	0%	-2%
CCN(C(=O)COc1ccc(C)nc1[N+](=O)[O-])C1CCS(=O)(=O)C1 (configuration not stated)	20%[57.1 µM]	-28%	7%	12%	-2%	-1%	-6%	-16%	1%
Cc1ccc(NC(=O)COC(=O)/C=C/c2ccc(Br)o2)cc1S(=O)(=O)N(C)C	50µM*	-21%	18%	?	-5%	18%	-10%	-15%	-5%
NS(=O)(=O)c1ccc(NC(=O)c2c(F)cccc2Cl)cc1	-11%	-3%	36%	12%	-9%	-1%	-2%	491%[activator]	-7%
O=C(CSc1nc2c(c(=O)[nH]1)CCC2)Nc1cccc(F)c1	17%	-1%	29%	-3%	-3%	1%	7%	1%	-2%
Cc1ccc(NC(=O)CSCc2ccco2)cc1	10%	-23%	14%	-15%	-2%	1%	-2%	0%	0%
CCC(CC)C(=O)NCCc1cc2ccc(OC)cc2[nH]c1=O	-8%	-13%	17%	15%	i	-10%	1%	0%	0%
Cn1c(=O)[nH]c(=O)c2c1nc(N1CCOCC1)n2CCSc1nc2ccccc2[nH]1	18%	-6%	49%[activator]	-25%	i	-20%	-3%	-9%	10%
O=C1CN(S(=O)(=O)c2ccccc2C(F)(F)F)CCN1	13%[57.1 µM]	-2%	7%	27%	12%	-5%	-6%	-2%	-10%
O=C(O)c1ccc(COc2ccccc2/C=C2\NC(=O)N(Cc3ccccc3F)C2=O)cc1	9%[11.4 µM]	40µM*	?	-48%	-9%	-9%	30%[activator]	?	3%
Cc1cc(=O)oc2cc(OCC(=O)NCCCN3CCCC3=O)c(Cl)cc12	14%[57.1 µM]	-4%	60%[activator]	-16%[56.9 µM]	-1%	-3%	-4%	8%	1%
c1ccc(-c2noc(CN3CCN(c4ccccc4)CC3)n2)cc1	14%[57.1 µM]	-13%	59%[activator]	-5%	7%	-2%	11%	322%[activator]	-2%

Limited to rTrxR1 inhibitor, for two of the compounds above:
canonical_smiles	rTrxR1 inhibitor
O=C(O)c1ccc(COc2ccccc2/C=C2\NC(=O)N(Cc3ccccc3F)C2=O)cc1	9%[11.4 µM]
Cc1cc(=O)oc2cc(OCC(=O)NCCCN3CCCC3=O)c(Cl)cc12	14%[57.1 µM]

Going on with the list.
SMILES	rTrxR1 inhibitor	JMJD2A Tudor	HP1b binding inh	RGS4 inhibitor	Tb PGK inh	ERG-DNA inh	GLS inh	ALOX12 inh	Pin1 inhibitor
COc1ccc(NC2=Nc3ccccc3CC2)cc1	11%	-6%	13%	-11%	-8%	nt	-7%	15%	-1%
COc1ccc(-c2nsc3c(N4CCCC4)ncnc23)cc1	30%[57.1 µM]	-1%	20%	11%	-8%	2%	0%	5%	-8%
C/C(=N\NC(=O)CCc1ccc(S(=O)(=O)N2CCOCC2)cc1)c1ccccc1Cl	39%[activator][57.1 µM]	-10%	21%	2%	-5%	0%	-6%	6%	4%
Cc1cc(C(=O)CSc2nnc(C3CC3)n2C2CC2)c(C)n1C(C)C	-1%	-8%	21%	-13%	-9%	2%	-5%	-10%	-2%

These rows are one share of the data. The share of hits here may be higher or lower than overall.
